Screening data: PubChem, National Center for Advancing Translational Sciences (NCATS)
ATXN2 expr inh: ATXN2 expression inhibition; HEK-293 ATXN2-luciferase reporter, luminescence, 24 h; Potency, µM (doses to about 57 µM), for the others: top-dose activity change, negative = inhibition, usual class: inhibitors; hit rate 0.72% among 360,000; AID 1745845; further: potency means the concentration at half of the fitted maximal effect; on the % scale 0 is the no-effect control and ±100 the full control effect; nearly all actives have a fitted effect of over 55% in size
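ATXN2-luciferase reporter cells (luciferase flanked by upstream and downstream ATXN2 gene portions) were treated 24 h at 37 °C with compounds at up to 57 uM. SteadyGlo luminescence gave expression; GF-AFC fluorescence gave viability.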
KB-3-1 cytotox: kills parental KB-3-1 adenocarcinoma cells; Potency, µM (doses to about 46.1 µM), for the others: top-dose activity change, negative = cytotoxic, hits mostly cytotoxic; hit rate 1.4% among 400,000; KB-3-1 viability, CellTiter-Glo ATP luminescence, 72 h; further: potency means the concentration at half of the fitted maximal effect; on the % scale 0 is the no-effect control and ±100 the full control effect; nearly all actives have a fitted effect of over 60% in size
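KB-3-1 parental drug-naive adenocarcinoma cells in DMEM/10% FBS, incubated 72 h at 37 C with pin-transferred compounds across a concentration series. Viability by CellTiter-Glo luminescence; concentration-response curves fitted after normalization.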
HepG2 viability: HepG2 cytotoxicity, counter-screen for TGF-b inhibitors. HepG2 CAGA-GFP viability, ATP luminescence, 18 h. Potency, µM (top dose mostly 46.1 µM), without a hit: top-dose activity change, negative = cytotoxicity, most hits filed as cytotoxic. hit rate 0.76% among 410,000; further: potency means the concentration at half of the fitted maximal effect; some results filed as inactive show a strong effect at the top dose
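HepG2 CAGA-GFP cells (1000/well, DMEM with 1% FBS) received compound, then TGF-beta at 500 pg/mL final, and were incubated 18 hours at 37 degrees C. Viability was read by CellTiter-Glo luminescence. Media-only wells were set as complete cell-killing and DMSO as no toxicity.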
IL1B secr inh: inhibitors of inflammasome signaling (IL-1 beta secretion); THP-1 LPS/ATP IL-1B secretion, AlphaLISA, 16 h; active compounds read low; activity change, % at 57.5 µM; hit rate 4.7% among 360,000; in the data active means activity change below about -50%; inconclusive means mostly about -30% to -49%; further: on the % scale 0 is the no-effect control and ±100 the full control effect
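Secreted IL-1B measured by AlphaLISA bead assay after 16 h compound exposure of THP-1 cells; compounds (final up to 57.5 uM) added 1 h before LPS (250 ng/mL) and ATP (1.25 mM) stimulation; lower signal means less secretion.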
HT1080 IDH1KD tx: kills HT-1080 cells with IDH1 knockdown; Potency, µM (highest dose often 46.1 µM), inactives show at the highest dose activity, negative = toxicity, hits mostly cytotoxic; HT-1080 IDH1 knockdown viability, ATP luminescence, 48 h; hit rate 2% among 360,000; AID 686971;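 further: potency means the concentration at half of the fitted maximal effect; 0% = DMSO wells and -100% = cell-free medium wells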
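HT-1080-IDH1KD cells (IDH1 knocked down), 750/well in RPMI with 5% FBS, treated with compound 48 h at 37 degrees C. Viability by CellTiter-Glo luminescence, normalised to DMSO and no-cell wells; concentration-response curves classed.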
ATXN viability: cell viability loss in ATXN counter-screen; S2 cells (HEK-293 line with an ATXN2-luciferase reporter) viability, CellTiter-Fluor protease fluorescence, 24 h; Potency, µM (highest dose often 56.7 µM), most hits filed as cytotoxic; hit rate 0.49% among 400,000; further: potency means the concentration at half of the fitted maximal effect; nearly all actives have a fitted effect of over 40% in size
HT1080-NT tox: kills 2HG-producing HT-1080-NT fibrosarcoma cells. HT-1080-NT fibrosarcoma viability, CellTiter-Glo ATP luminescence, 48 h. Potency, µM (highest dose often 46.1 µM), for the others: top-dose activity, negative = less viability, hits mostly cytotoxic. hit rate 1.6% among 360,000. AID 686970;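 further: NT is the 2HG producing partner of a matched IDH1 knockdown line; potency means the concentration at half of the fitted maximal effect; 0% = DMSO-treated cells and -100% = media-only wells without cells; nearly all actives have a fitted effect of over 55% in size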
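750 cells/well, RPMI + 5% FBS; 2 h settle, compound pin-transfer, 48 h at 37 degrees C. CellTiter-Glo 10 min RT, luminescence. Normalized to DMSO and media-only wells.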
SW480 rerep: DNA re-replication induction in SW480 cells; Potency, µM (doses to about 46.1 µM), without a hit: top-dose re-replication activation, hits mostly activators; SW480 DNA re-replication, Hoechst DNA content imaging, 48 h; hit rate 1.8% among 340,000; further: potency means the concentration at half of the fitted maximal effect; % of control where 0% means no effect; nearly all actives have a fitted effect of over 55% in size
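Cells (250 per well) received 23 nL compound or DMSO by pin tool and were kept 48 hr at 37 C, 5% CO2. Nuclei were then stained with Hoechst for 40 min and scanned for DNA content.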
MCF10A rereplic: inducers of DNA re-replication in MCF 10A breast cells | MCF 10A DNA re-replication, Hoechst nuclear intensity, 48 h | Potency, µM (top dose mostly 46.1 µM), without a hit: top-dose activity, positive = re-replication, usual class: activators | hit rate 2.9% among 350,000 | AID 624296; further: potency means the concentration at half of the fitted maximal effect; % of control where 0% means no effect; nearly all actives have a fitted effect of over 50% in size
Starred values were filed as active, the others as inactive; i = inactive; u = inconclusive; x = no result given; [ ] = remark or other dose. Unless noted, the call rests on the fitted dose curve; in most records, active means well fitted curve in the direction sought with a large enough effect; inconclusive means small, poorly fitted or top-dose-only effect, or another doubt; inactive means no such curve, though single readings can be large; an effect the other way counts as inactive or inconclusive.

SMILES | ATXN2 expr inh | KB-3-1 cytotox | HepG2 viability | IL1B secr inh | HT1080 IDH1KD tx | ATXN viability | HT1080-NT tox | SW480 rerep | MCF10A rereplic
N#Cc1ccsc1NC(=O)C1CCN(C(=O)c2ccc(Cl)cc2)CC1 | -17% | 0% | -14% | -1 | -14% | i | -2% | -8% | 5%
COc1ccc(CN2CC(C(=O)NCc3ccccn3)CC2=O)cc1 (configuration not stated) | -10% | 4% | -6% | 15 | 12% | i | 15% | -2% | -3%
C=C[C@](C)(CC[C@@]1(C)C(C)CC(OC2OC(C)C(OC3OC(COC(C)=O)C(O)C(O)C3O)C(O)C2O)[C@@]2(C)C(C)=CCCC12)OC1OC(C)C(O[C@@H]2O[C@@H](C)C(O)C(O)[C@H]2O)C(O)C1O (some centres not stated) | 4% | 0% | -17% | -14 | 8% | i | 6% | 0% | 20%
CC(=O)Nc1ccc(S(=O)(=O)NCc2nc(-c3cccc(C)c3)no2)cc1 | -6% | 10% | -10% | 8 | 2% | i | -1% | u | u
Cc1[nH][nH]c(=O)c1C(c1cc([N+](=O)[O-])ccc1O)c1c(C)[nH][nH]c1=O | -6% | 0% | -30% | 3 | 15% | i | 8% | u | -3%
Cc1ccc(CCNc2ccccc2)c[n+]1[O-] | 3% | -10% | 4% | 34 | -2% | i | 1% | 2% | -5%
COc1ccc(NC(=S)NNc2ccc(S(=O)(=O)Nc3ccccc3C(=O)O)cc2[N+](=O)[O-])cc1 | -21% | u | 0% | -4 | u | u | u | -11% | 0%
CC(=O)NC1CCC(=O)C=C1c1ccccc1 (configuration not stated) | 3% | 3% | 5% | 14 | 4% | i | -1% | 2% | 0%
Cc1ccc(NC(=S)NCCc2ccc(F)cc2)c(C)c1 | -4% | -1% | 6% | -13 | -3% | i | -2% | 0% | -2%
CCOC(=O)c1nn(-c2ccccc2)c2nnc(Cc3ccccc3)c(=O)n12 | -9% | u | 25% | 8 | -3% | i | -5% | 4% | 7%
NS(=O)(=O)c1cccc(NC(=O)CC23CC4CC(CC(Br)(C4)C2)C3)c1 | -2% | 3% | 0% | -5 | 15% | i | 18% | -24% | -18%
COc1cccc(NC(=S)N(Cc2ccc(C)cc2)Cc2ccccn2)c1 | -19% | u | -17% | u | -5% | i | -4% | -7% | 0%
Oc1[nH]c2ccccc2c1N=NC(=S)NCC1CCCO1 (configuration not stated) | u | -12% | -9% | u | -5% | i | 1% | 17% | -25%
CCCCOc1ccc(C(=O)N2CCC(C)CC2)cc1 | 8% | 3% | -18% | u | -4% | i | -6% | 13% | 9%
CCc1nc2ccccc2n1CC(=O)NC1CCS(=O)(=O)C1 (configuration not stated) | -3% | 15% | 7% | 12 | 1% | i | 2% | -6% | -5%
COc1ccc(C(O)P(=O)(OC(C)C)c2ccc(N(C)C)cc2)c(OC)c1 (configuration not stated) | x | 4% | -3% | 2 | 1% | i | 1% | -6% | -10%
O=C(CCn1ccc2cc(S(=O)(=O)N3CCCC3)ccc21)NCc1cccc(Cl)c1 | -14% | 28% | -24% | x | x | i | x | x | x
Cc1cc(C(F)(F)F)nc(SCC(=O)Nc2nccs2)n1 | -7% | -2% | -1% | -10 | 1% | i | 11% | 2% | 1%
COc1cc(OC)cc(-c2nnc(SCC(=O)N3CCCC3)o2)c1 | 10% | 15% | -13% | -6 | 0%[9.24 µM] | u | 3% | -5% | 0%
Cn1c(N)c(C(=O)COC(=O)COc2ccc(Br)cc2)c(=O)n(C)c1=O | 10% | 11% | 9% | 13 | 12% | u | 17% | -8% | -7%

Nothing new here: an excerpt of the list.
SMILES | ATXN2 expr inh | KB-3-1 cytotox | HepG2 viability | IL1B secr inh | HT1080 IDH1KD tx | ATXN viability | HT1080-NT tox | SW480 rerep | MCF10A rereplic
CCc1nc2ccccc2n1CC(=O)NC1CCS(=O)(=O)C1 (configuration not stated) | -3% | 15% | 7% | 12 | 1% | i | 2% | -6% | -5%
COc1ccc(C(O)P(=O)(OC(C)C)c2ccc(N(C)C)cc2)c(OC)c1 (configuration not stated) | x | 4% | -3% | 2 | 1% | i | 1% | -6% | -10%
O=C(CCn1ccc2cc(S(=O)(=O)N3CCCC3)ccc21)NCc1cccc(Cl)c1 | -14% | 28% | -24% | x | x | i | x | x | x
Cc1cc(C(F)(F)F)nc(SCC(=O)Nc2nccs2)n1 | -7% | -2% | -1% | -10 | 1% | i | 11% | 2% | 1%
COc1cc(OC)cc(-c2nnc(SCC(=O)N3CCCC3)o2)c1 | 10% | 15% | -13% | -6 | 0%[9.24 µM] | u | 3% | -5% | 0%
Cn1c(N)c(C(=O)COC(=O)COc2ccc(Br)cc2)c(=O)n(C)c1=O | 10% | 11% | 9% | 13 | 12% | u | 17% | -8% | -7%

The list goes on.
SMILES | ATXN2 expr inh | KB-3-1 cytotox | HepG2 viability | IL1B secr inh | HT1080 IDH1KD tx | ATXN viability | HT1080-NT tox | SW480 rerep | MCF10A rereplic
Cc1ccc(C)c(N2CCN(C(=S)NC3CCCCC3)CC2)c1 | -21% | 4% | 1% | 0 | 0% | i | 2% | 0% | 9%
COCCN(CC(=O)Nc1ccccc1C(F)(F)F)C(=O)/C=C/c1cc(Cl)c2c(c1)OCCO2 | -14% | -7% | -6% | -5 | -34% | i | -1% | 17% | 12%
CC(=O)NS(=O)(=O)c1ccc(N=c2ssc3c2-c2cc(C)c(C)cc2NC3(C)C)cc1 | -21% | 5% | -33% | u | u | i | u | -2% | u
CC(C)c1c(C(=O)N/N=C/c2cccnc2)nnn1-c1nonc1N | 3% | 11% | -13% | -4 | 22% | i | 18% | 1% | -2%
Cc1nnc2sc(-c3ccc(N(C)C)cc3)nn2c1=O | x | -3% | -26% | -5 | 3% | i | -1% | 15% | 14%
Cn1c(SCc2ccccc2)nccc1=O | 6% | 4% | 2% | -7 | 4% | i | 5% | 0% | 1%
O=C(NCc1ccccc1)C(c1ccc(-c2ccccc2)cc1)N1CCN(c2ccccc2F)CC1 (configuration not stated) | x | -34% | x | -8 | 2% | x | -5% | x | x
COc1ccc(Cl)cc1NC(=O)CSc1nc2[nH]ncc2c(=O)[nH]1 | x | 3% | -14% | 30 | -11% | i | -5% | x | x
O=C(CSc1nc(O)c(Cc2ccccc2)c(=O)[nH]1)Nc1nc2c(s1)CCCC2 | x | -3% | -7% | 86 | -4% | i | 3% | 18% | -4%
COc1ccc(-c2ccc(CN3C(C(C)C)C(=O)N(Cc4cn(CCC5OCCCO5)nn4)CCS3(=O)=O)cc2)cn1 (configuration not stated) | 7% | 0% | -12% | 22 | 6% | i | 4% | x | x
COc1ccc([N+](=O)[O-])cc1NC(=O)Cc1noc2ccc(C)cc12 | -5% | 7% | -4% | 22 | 12% | i | 6% | 0% | 0%
O=S(=O)(Nc1cc(S(=O)(=O)N2CCOCC2)ccc1Cl)c1ccccc1 | 4% | 3% | 0% | 20 | 6% | u | 16% | -6% | 3%
CC(C)n1cnnc1SCC(=O)Nc1ccc(N2CCCCC2)cc1 | 13% | 11% | 1% | 0 | -1% | i | 5% | -88%[inhibitor] | u
COc1ccc(Cc2c(C(C)(C)C)nc3ccc(Br)cn23)c(C)c1 | -7% | 0% | -8% | 29 | 1% | i | -4% | x | x
CCO[C@H]1OC(C(=O)Nc2ccccc2)=C[C@@H](c2csc3ccccc23)[C@@H]1CCCO | 0% | 3% | -16% | 0 | u | i | -24% | u | u
O=C(CNS(=O)(=O)c1ccc(Br)s1)N1CCC(N2CCCCC2)CC1 | 4% | -4% | 0% | 39 | 6% | i | 18% | -5% | 4%
CCOC(=O)N1CCC(NC(=O)c2cc(C(=O)NCc3cccc(Cl)c3)ccc2CO)CC1 | -3% | -22% | -17% | 13 | -23% | i | -10% | -1% | 0%
CCOc1ccccc1NC(=O)C(=O)NCCc1sc(-c2cccc(F)c2)nc1C | 5% | 0% | 4% | x | x | i | x | x | x
CC1(C)C(=O)Nc2ccccc2N1C(=O)COC(=O)c1ccc(Cl)c(S(=O)(=O)NCc2ccccc2)c1 | -14% | -8% | 3% | -1 | 0% | i | -5% | -7% | 0%
CCOc1cc(/C=N/NC(=O)c2cccnc2)ccc1OCC(=O)N1CCOCC1 | 5% | u | -3% | 0 | 21% | i | 6% | 0% | 0%
O=C(COC(=O)CCCN1C(=O)c2ccccc2C1=O)Nc1ncc(Cl)cc1Cl | -5% | 0% | -12% | 4 | -4% | i | -1% | -2% | 0%
O=C1c2ccccc2-c2c1c1ccccc1c(=O)n2-c1ccccc1 | -35% | 14% | 1% | -11 | 4% | u | -1% | 1% | u
N=C1CCC(=N)c2c1c(O)c1ccccc1c2O | 2% | -19% | -43% | u | u | i | 23µM* | u | 4%
Cc1cc(CNC(=S)Nc2ccc(S(=O)(=O)Nc3ncccn3)cc2)nn1C | 5% | -11% | -17% | i | 9% | i | 6% | -8% | -17%
CCOc1ccc(Cl)cc1S(=O)(=O)N1CCN(c2ccc(F)cc2)CC1 | u | -4% | -28% | -18 | -7% | i | -12% | u | u
COc1ccc(N(Cc2ccccc2)S(=O)(=O)c2cccc(C(=O)O)c2)cc1 | x | 5% | 1% | 16 | 4% | i | -10% | -19% | 2%
